Screens as filed in PubChem BioAssay.
Integrin act MD – activates integrin-mediated alleviation for muscular dystrophy. alpha7betagal myoblasts, beta-gal FDG fluorescence, 48 h. Potency, µM (series often up to 38.3 µM), for inactives: top-dose activation, most hits filed as activators. 350,000 compounds, 0.064% hits. AID 624291;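 further: potency means the concentration at half of the fitted maximal effect; 100% = response of the positive control SU9516; nearly all actives have a fitted effect of over 60% in size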
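alpha7betagal+/- myoblasts (passage 13, 250/well) treated 48 h at 37C with compounds at 1:260 dilution of DMSO stock. Lysed, then beta-galactosidase activity read as FDG fluorescence (ex 480/em 540) after 30 min, with pre-read for autofluorescence.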
B2AR arrestin – recruits beta-arrestin to the human beta2-adrenergic receptor; P07550; beta-arrestin recruitment to beta2AR, cell-based reporter; Potency, µM (top dose mostly 46.1 µM), without a hit: at the highest dose activation, usual class: activators; 330,000 compounds, 0.02% hits;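 further: potency means the concentration at half of the fitted maximal effect; 0% = DMSO controls and full agonism = EC100 isoproterenol or metaproterenol; nearly all actives have a fitted effect of over 65% in size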
ELG1 genotox – genotoxicity induction in ELG1-luciferase HEK293T cells. HEK293T ELG1-luciferase reporter, luminescence, 16 h. 330,000 compounds, 1.3% hits. Potency, µM (series often up to 46 µM), inactives show at the highest dose activity change, positive = activation, most hits filed as activators; further: potency means the concentration at half of the fitted maximal effect; % of control where 0% means no effect; nearly all actives have a fitted effect of over 60% in size
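After overnight (16 hr) compound treatment at 37 °C, ELG1-luciferase HEK293T cells were lysed with ONE-Glo; luminescence quantified 30 min later at room temperature.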
TRPV1 ag – activates the human vanilloid receptor TRPV1. 320,000 compounds, 0.19% hits. TRPV1-expressing cells, Fluo-8 calcium influx, agonist mode. activation, % at 8.33 µM. Q8NER1; in the data active means activation above about 80%; inconclusive means between about 30% and that limit; further: 0% is about no effect
Target sequence (Q8NER1 whole entry, looked up): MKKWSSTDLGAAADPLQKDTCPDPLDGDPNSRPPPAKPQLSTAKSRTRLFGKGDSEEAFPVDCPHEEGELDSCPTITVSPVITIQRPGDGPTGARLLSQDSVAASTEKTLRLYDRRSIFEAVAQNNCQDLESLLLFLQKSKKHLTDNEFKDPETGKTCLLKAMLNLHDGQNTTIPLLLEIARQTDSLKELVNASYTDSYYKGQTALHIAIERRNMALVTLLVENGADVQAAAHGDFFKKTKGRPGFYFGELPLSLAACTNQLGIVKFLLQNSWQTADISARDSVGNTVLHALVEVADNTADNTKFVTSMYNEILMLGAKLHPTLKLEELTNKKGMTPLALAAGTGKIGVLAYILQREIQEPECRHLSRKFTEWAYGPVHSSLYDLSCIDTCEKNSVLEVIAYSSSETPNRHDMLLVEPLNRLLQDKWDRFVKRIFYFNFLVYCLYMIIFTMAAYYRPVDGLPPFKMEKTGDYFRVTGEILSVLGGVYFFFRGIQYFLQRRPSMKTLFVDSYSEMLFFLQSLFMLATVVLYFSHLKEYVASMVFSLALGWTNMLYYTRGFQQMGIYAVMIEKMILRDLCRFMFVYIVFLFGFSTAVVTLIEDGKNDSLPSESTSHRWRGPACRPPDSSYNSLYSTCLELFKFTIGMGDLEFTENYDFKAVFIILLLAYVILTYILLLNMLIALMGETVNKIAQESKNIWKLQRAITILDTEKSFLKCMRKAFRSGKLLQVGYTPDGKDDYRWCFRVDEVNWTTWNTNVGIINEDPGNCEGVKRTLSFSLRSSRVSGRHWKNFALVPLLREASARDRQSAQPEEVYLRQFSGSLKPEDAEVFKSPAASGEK
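Cells expressing TRPV1 were dye-loaded with Fluo-8 and read kinetically: 10 s baseline, 3 min after compound (agonist portion), then 2 min after EC20 capsaicin (allosteric enhancer portion). Calcium-bound dye fluorescence at 480/520 nm.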
Eya2 inh – Eya2 (human) phosphatase inhibition. recombinant Eya2, OMFP fluorescence dephosphorylation (OMFP is methylfluorescein phosphate). Potency, µM (top dose mostly 76.9 µM), for inactives: at the top dose activity, negative = inhibition, usual class: inhibitors. 330,000 compounds, 0.006% hits. AID 488837; further: potency means the concentration at half of the fitted maximal effect; on the % scale 0 is the no-effect control and ±100 the full control effect
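Eya2 (0.2 uM) preincubated 10 min at ambient with compound, then OMFP substrate added at 50 uM; 10 min reaction in 50 mM HEPES pH 7.5, 50 mM NaCl, 5 uM MgCl2, 0.05% BSA, 1 mM DTT. Fluorescence read at Ex 485/Em 525 nm.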
uPA generation – inhibitors of cell surface uPA generation; cell surface uPA generation assay, qHTS; Potency, µM (titrated, usually from 38.3 µM), for the others: top-dose activity change, negative = inhibition, most hits filed as inhibitors; 330,000 compounds, 0.31% hits; active means well fitted inhibition curve with a large enough effect; inconclusive means small, poorly fitted or top-dose-only effect; inactive means no such curve, though single readings can be large or run the other way; tested in mouse RAW 264.7 cells; further: potency means the concentration at half of the fitted maximal effect; on the % scale 0 is the no-effect control and ±100 the full control effect; nearly all actives have a fitted effect of over 55% in size
p53 reactivation – re-activators of mutant p53. H1299 p53-A138V BP100-luciferase reporter, luminescence, 24 h. AID 504706. 320,000 compounds, 0.063% hits. Potency, µM (doses to about 92.2 µM), for inactives: at the top dose activity change, positive = activation, hits mostly activators; further: potency means the concentration at half of the fitted maximal effect; % of control where 0% means no effect; nearly all actives have a fitted effect of over 45% in size
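p53-null H1299 cells stably carrying temperature-sensitive p53-A138V and a BP100-luciferase reporter were pinned with compounds (4-point, 1:5 series) and held 24 hrs at 37 deg C. Luminescence was read 10 min after detection reagent.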
ASM inhibitor – human S-ASM enzyme inhibition; placental ASM, HMU-PC fluorogenic substrate, 60 min; 340,000 compounds, 0.006% hits; Potency, µM (top dose mostly 57.5 µM), for inactives: top-dose activity change, negative = inhibition, actives largely listed as inhibitors; further: potency means the concentration at half of the fitted maximal effect
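HMU-PC0 cleavage (9 uM final) by human placental ASM, 60 min at 37 °C following 10 min compound exposure at RT; stopped at pH 10, fluorescence Ex 386/Em 447 nm.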
USP2a inh – inhibitors of human ubiquitin-specific protease USP2a; O75604; USP2 core, Ub-CHOP2 coupled fluorogenic reporter, 485/531; Potency, µM (doses to about 38.3 µM), without a hit: at the highest dose activity change, negative = inhibition, hits mostly inhibitors; 330,000 compounds, 0.01% hits;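 further: potency means the concentration at half of the fitted maximal effect; plate controls were DMSO wells for no effect and full inhibition by NEM control for full effect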
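Cell-free coupled assay: 10nM USP2 core preincubated 30min RT with compound in Tris-HCl pH 8.0/CaCl2/CHAPS buffer, then 25nM Ub-CHOP2 and 25nM reporter substrate; fluorescence (Ex 485/Em 531) read after 60min RT, normalized to NEM inhibition, concentration-response curves fitted.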
PTAP TSG101 blk – blocks PTAP/TSG101 interaction to inhibit HIV-1 budding; Q99816; Fluorescence polarization, FITC-PTAP peptide / Tsg101 binding; Potency, µM (titrated, usually from 115 µM), without a hit: top-dose activity change, negative = inhibition, actives largely listed as inhibitors; 340,000 tested, under 10 active; active means well fitted inhibition curve with a large enough effect in the main read-out, with a control signal flat, not every such curve was filed as active; inconclusive means small, poorly fitted or top-dose-only effect, or effect the other way, or a change in a side signal; inactive means no such curve, though single readings can be large or run the other way; further: potency means the concentration at half of the fitted maximal effect; % of control where 0% means no effect
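Fluorescence polarization binding of Tsg101 binding domain (10 uM final) to FITC-labeled PTAP peptide (50 nM final) in HEPES pH 7.5 buffer with NaCl, Tween 20, EDTA, TCEP. Compounds added before peptide; binding 20 min at RT.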
BRCA1 expr act – BRCA1 expression activation; MCF7-BRCA1-FFLuc reporter, luminescence, 48 h; response scale: scaled: vehicle 0%, 10 µM genistein 100%; Potency, µM (series often up to 46.1 µM), for inactives: top-dose activation, usual class: activators; 380,000 compounds, 1.1% hits; further: potency means the concentration at half of the fitted maximal effect; nearly all actives have a fitted effect of over 80% in size; some results filed as inactive show a strong effect at the top dose
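Activators of BRCA1 expression were detected as increased firefly luciferase luminescence in engineered MCF7 cells after 48 h compound incubation. Signals were scaled to genistein 10 microM as full activation.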
An asterisk follows results filed as active; ? = inconclusive; · = no result given; & = joins results of further samples; [ ] = another dose, or the depositor's remark. Unless noted, the call rests on the fitted dose curve; in most records, active means well fitted curve in the direction sought with a large enough effect; inconclusive means small, poorly fitted or top-dose-only effect, or another doubt; inactive means no such curve, though single readings can be large; an effect the other way counts as inactive or inconclusive.

(1) Cc1ccc(S(=O)(=O)Nc2cccc3c2CCCC3)cc1
(2) CCN(c1ccccc1)S(=O)(=O)c1cccc(C(=O)NCc2ccccc2CN2CCOCC2)c1
(3) COc1cc(OC)cc(-c2c(C#Cc3ccsc3)c3cc(-c4ccc5cc[nH]c5c4)ccc3n2C)c1
(4) CCOc1ccccc1N(CC(=O)NC1CCCCC1)C(=O)CNC(=O)c1ccco1
(5) OC(COc1cccc2ccccc12)CN1CCN(c2ccc(Cl)cc2)CC1 (stereo unspecified)
(6) COc1ccc(CCN2C(=O)C3C(C2=O)C2C=CC3C23CC3)cc1OC (stereo unspecified)
entry no.,1,2,3,4,5,6
Integrin act MD,14%,-1%,2%,13%,0%,2%
B2AR arrestin,0.1%,0.4%,0.2%,-0.3%,-0.1%&0.0%,-0.1%
ELG1 genotox,-3%,-11%,0%,1%,1%&-7%,-7%
TRPV1 ag,27,11,-4,-1,-6&-2,-3
Eya2 inh,-32%,-6%,1%,5%,17%&-23%,-7%
uPA generation,2%,-5%,-2%,7%,-5%,3%
p53 reactivation,-6%,-1%,6%,-5%,-3%&-2%,1%
ASM inhibitor,-2%,2%,68%[activator],-1%,-19%,3%
USP2a inh,-6%,-1%,3%,1%,-2%&3%,-2%
PTAP TSG101 blk,2%,-3%,2%,0%,-4%,0%
BRCA1 expr act,-19%,-19%,-28%,-21%,-72%,-14%

(7) CCOC(=O)c1sc(NC(=O)/C=C/c2cnn(C)c2C)c(C(=O)OC(C)C)c1C
(8) COc1ccc(OC)c(NC(=O)c2ccccc2NC(=O)c2ccco2)c1
(9) O=C(COc1ccc2ccc(=O)oc2c1)NC(Cc1ccc(Cl)cc1)C(=O)O (stereo unspecified)
(10) COc1cccc(-c2nnc(NC(=O)c3cccc(F)c3)o2)c1
(11) O=C(Nc1ccc(Cl)cc1Cl)Nn1cnnc1
(12) CC(C)CCNC(=O)c1cccnc1Sc1ccccc1
entry no.,7,8,9,10,11,12
Integrin act MD,-3%,11%,9%,-13%,?,20%
B2AR arrestin,-0.2%,0.0%,-0.1%,-0.5%,-0.6%,-0.7%
ELG1 genotox,0%,-6%,1%,?,-4%,2%
TRPV1 ag,19,22,2,-3,-1,-3
Eya2 inh,-16%,12%,0%,-2%,3%,3%
uPA generation,·,-4%,-2%,?,-5%,0%
p53 reactivation,4%,-5%,9%,?,9%,-5%
ASM inhibitor,98%[activator],-2%,?,5%,0%,8%
USP2a inh,0%,2%,-1%,1%,-1%,6%
PTAP TSG101 blk,-4%,-3%,-3%,1%,-2%,-1%
BRCA1 expr act,-2%,5%,35%,29%,0%,-14%

(13) Cc1ccccc1-n1cc(CNCc2c(C(=O)N(C)C)nc3ccc(Cl)cn23)cn1
(14) CCOC(=O)c1ccc(S(=O)(=O)N2CCN(C(=O)CSc3nc4ccccc4o3)CC2)cc1
(15) CCOC(=O)C1CCN(C(=O)Cc2ccccc2OC)CC1
(16) COc1ccccc1C(CNC(=O)CNC(=O)c1ccccc1Cl)N1CCCC1 (stereo unspecified)
(17) C=CCNc1nc(Nc2cc(Cl)ccc2OC)nc(OC)n1
(18) CCS(=O)(=O)N1Cc2ccccc2CC1C(=O)N(C)Cc1ccc(OC)c(F)c1 (stereo unspecified)
entry no.,13,14,15,16,17,18
Integrin act MD,-38%,-32%,3%,?,15%,3%
B2AR arrestin,0.1%,0.1%,-0.3%,-1.5%,-0.2%,0.0%
ELG1 genotox,-3%,1%,3%,1%,1%,-18%
TRPV1 ag,1,-2,0,-2,29,2
Eya2 inh,-1%,-5%,10%,-4%,?,2%
uPA generation,5%,-8%,7%,1%,-1%,-10%
p53 reactivation,-2%,0%,-3%,-1%,·,-3%
ASM inhibitor,3%,-2%,1%,0%,0%,1%
USP2a inh,0%,3%,0%,-1%,0%,1%
PTAP TSG101 blk,-1%,3%,-4%,-5%,-1%,-5%
BRCA1 expr act,5%,-52%,0%,-1%,-19%,-19%

(19) CCCOc1ccc(C2NC(=S)NC(C)=C2C(=O)c2ccccc2)cc1OC (stereo unspecified)
(20) O=[N+]([O-])c1ccc(-c2cnc3ccccc3n2)cc1
(21) COc1ccc(OC)c(-c2csc(NC(=O)CSc3ccc([N+](=O)[O-])cc3)n2)c1
(22) COc1ccc(S(=O)(=O)N2CCOC23CCN(S(=O)(=O)c2ccc(F)cc2C)CC3)cc1
(23) O=C(CS(=O)(=O)c1cccc(Cl)c1)Nc1ccccc1Cl
(24) CCCCCCCCNC(=O)/C(C#N)=C/c1ccccc1[N+](=O)[O-]
entry no.,19,20,21,22,23,24
Integrin act MD,?,-15%,-12%,11%,20%,-22%
B2AR arrestin,-0.1%,13%,-0.4%,-0.1%,0.2%,7.1%
ELG1 genotox,1%,?,-4%,-1%,1%,?
TRPV1 ag,-2,-2,-10,-1,11,-3
Eya2 inh,6%,-16%,-7%,1%,-5%,3%
uPA generation,11%,-2%,-4%,-7%,-8%,5%
p53 reactivation,-8%,·,-5%,5%,-4%,-27%
ASM inhibitor,-5%,-3%,-1%,-1%,-1%,-18%
USP2a inh,1%,4%,1%,3%,2%,0%
PTAP TSG101 blk,-3%,0%,-5%,1%,-10%,-1%
BRCA1 expr act,0%,?,-13%,-37%,4%,-33%

(25) N#CC1=C(N)OC2=C(C(=O)CCC2)C1c1ccc2c(c1)OCO2 (stereo unspecified)
(26) CS(=O)(=O)N1CCN=C1SCc1ccc(Br)cc1
(27) CCN1/C(=C/C(C)=O)Sc2ccc(OC)cc21
(28) C=CC[C@]12CCc3ccccc3C1N(c1ccc(C(=O)OCC)cc1)C2=O (stereo partly specified)
(29) CC(NC(=O)CN1CCN(CC(=O)Nc2ccccc2Cl)CC1)c1ccc(Br)cc1 (stereo unspecified)
(30) CC(Sc1ccccc1)C(=O)Nc1ccc(S(=O)(=O)N2CCOCC2)cc1 (stereo unspecified)
(31) COc1ccccc1CNC(=O)c1nn(C)c2c1CS(=O)(=O)c1ccccc1-2
(32) CCOC(=O)C1(CC2CCCCO2)CCN(Cc2nccn2-c2ccc(OC)cc2)CC1 (stereo unspecified)
(33) Cc1cc(NC(=O)CSc2nncc(=O)n2N)no1
entry no.,25,26,27,28,29,30,31,32,33
Integrin act MD,0%,-35%,4%,5%,-22%,20%,22%,6%,-30%
B2AR arrestin,-0.3%,0.2%,-0.2%,0.2%,-0.3%,0.1%,0.2%,-0.6%,-0.2%
ELG1 genotox,-6%,-1%,0%,-4%,-5%,4%,-1%[9.26 µM],-1%,0%
TRPV1 ag,3,?,-2,12,4,27,1,21,-1
Eya2 inh,-8%,-4%,7%&4%,-11%,-6%,19%,-18%,-7%,-5%
uPA generation,14%,10%,-7%,7%,-5%,3%,-1%,-7%,3%
p53 reactivation,2%,-3%,?,-5%,-4%,3%,-1%,-2%,7%
ASM inhibitor,2%,4%,3%,-13%,2%,3%,1%,3%,2%
USP2a inh,2%,1%,-1%,-5%,1%,0%,0%,3%,1%
PTAP TSG101 blk,1%,-4%,-9%,0%,-4%,-5%,-5%,0%,-4%
BRCA1 expr act,2%,-22%,-40%&-24%&-45%,-2%,-14%,0%,-13%,-11%,-25%
